Abeta rescue – qHTS for compounds that reverse cellular toxicity of Amyloid beta (A-beta) peptide in yeast: Primary Screen; yeast expressing A-beta42, growth rescue, OD600, 48 h; response scale: 0% DMSO, 100% iron-clioquinol control; Potency, µM (titrated, usually from 46.1 µM), for the others: at the highest dose growth rescue, actives largely listed as activators; 410,000 tested, 0.063% active; AID 1347071, 2019; also: potency is read from the fitted curve at half-maximal effect; nearly all actives have a fitted effect of over 55% in size
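Yeast A-beta toxicity model in growth medium with pinned compounds, 48 h at 30 C; growth read as absorbance at 600 nm. Normalized to FeCl3/clioquinol equimolar mix (positive) and DMSO (negative).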
DRD3 antagonist – qHTS of D3 Dopamine Receptor Antagonist: qHTS. D3R cells, DiscoveRx beta-arrestin luminescence, antagonist mode; hits give low values. max response, negative = inhibition, %. D(3) dopamine receptor (Homo sapiens), P35462. 360,000 tested, 2.5% active. AID 652054, 2013; in the data active = max response below about -50%; inconclusive = no clear call, values can overlap the other calls; also: % is scaled to controls: 0 for no effect and ±100 for the full control effect; mostly tested at two doses, the higher about 12 µM
Target sequence (P35462 whole entry, looked up): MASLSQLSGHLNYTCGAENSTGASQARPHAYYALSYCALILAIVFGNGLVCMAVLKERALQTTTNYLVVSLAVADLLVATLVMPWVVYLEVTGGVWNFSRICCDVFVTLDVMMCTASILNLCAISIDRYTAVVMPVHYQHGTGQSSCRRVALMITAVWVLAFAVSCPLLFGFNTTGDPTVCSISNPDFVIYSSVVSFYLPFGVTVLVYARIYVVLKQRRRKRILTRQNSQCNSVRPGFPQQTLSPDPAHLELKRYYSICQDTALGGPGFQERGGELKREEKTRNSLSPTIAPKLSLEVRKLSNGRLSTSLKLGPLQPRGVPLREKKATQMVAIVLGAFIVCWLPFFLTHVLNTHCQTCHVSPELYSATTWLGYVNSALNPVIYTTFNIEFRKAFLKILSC
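Cells plated overnight at 1500 cells/well, then exposed to library compounds with dopamine controls for 90 minutes at 37 degrees C. DiscoveRx reagent added for 30–60 minutes at room temperature; luminescence read, quantitative HTS format.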
EPAC2 antag – qHTS for Antagonist of cAMP-regulated guanine nucleotide exchange factor 2 (EPAC2): primary screen; Rap guanine nucleotide exchange factor 4 (Homo sapiens), Q8WZA2; EPAC2 GEF exchange of Rap1B-BODIPY-GDP, fluorescence; Potency, µM (series often up to 114 µM), without a hit: at the highest dose activity, negative = inhibition, usual class: inhibitors; 360,000 tested, 0.18% active; AID 720708, 2013; also: potency is read from the fitted curve at half-maximal effect; % is scaled to controls: 0 for no effect and ±100 for the full control effect; nearly all actives have a fitted effect of over 45% in size; many of its hits are not listed in these tables
FUS yeast rescue – qHTS for Suppressors of FUS Proteinopathy: Primary screen using FUS-linked yeast assay; S. cerevisiae FUS-expressing, growth rescue, OD600, 24 h; Potency, µM (titrated, usually from 76.6 µM), without a hit: at the top dose growth rescue (activation), actives largely listed as activators; 390,000 tested, 0.24% active;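 also: potency is read from the fitted curve at half-maximal effect; plate controls were DMSO vehicle for no effect and reference control for full effect; nearly all actives have a fitted effect of over 55% in size; some results filed as inactive show a strong effect at the top dose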
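Yeast expressing FUS under galactose induction, OD 0.005 in 2% galactose medium; compounds in a dilution series, 24 h at 30C. Growth rescue by absorbance at 600 nm; CP55940 positive control, DMSO negative.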
aSyn rescue – qHTS of alpha-syn Inhibitors. Yeast expressing alpha-synuclein, growth rescue, BacTiter-Glo, 24 h. Potency, µM (top dose mostly 46.1 µM), for the others: top-dose growth rescue (activation), usual class: activators. 370,000 tested, 0.14% active. AID 652106, 2013; also: potency is read from the fitted curve at half-maximal effect; % of control where 0% means no effect; nearly all actives have a fitted effect of over 65% in size
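Rescue of yeast growth: cells expressing toxic alpha-synuclein, induced in galactose at OD600 0.02, incubated with compound 24 h at 30 C. ATP luminescence quantified growth; inhibitors of toxicity appear as activators.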
TDP43 rescue – qHTS of TDP-43 Inhibitors; 410,000 tested, 1.8% active; TDP-43 expressing yeast growth rescue, BacTiter-Glo, 24 h; Potency, µM (highest dose often 46.1 µM), without a hit: at the top dose growth rescue (activation), hits mostly activators; also: potency is read from the fitted curve at half-maximal effect; % of control where 0% means no effect; nearly all actives have a fitted effect of over 50% in size
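Yeast cells expressing TDP-43 under galactose induction are exposed to compounds for 24 hr at 30 deg C. BacTiter-Glo luminescence measures growth, so protective compounds score as activators.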
DRD3 agonist – qHTS of D3 Dopamine Receptor Agonist: qHTS | AID 652048, 2013 | max activation, % | D3R DiscoveRx beta-arrestin cells, luminescence, 90 min | D(3) dopamine receptor (Homo sapiens), P35462 | 410,000 tested, 0.58% active; in the data active = max activation above about 30%; also: 0% is about no effect; mostly tested at two doses, the higher about 12 µM
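Agonist-mode cell screen: cells plated at 1500/well and incubated overnight at 37 °C, then exposed to library compounds for 90 min at 37 °C. Detection reagent was added for 30–60 min at room temperature, and luminescence was read.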
EPAC2 agonist – qHTS for Agonist of cAMP-regulated guanine nucleotide exchange factor 4 (EPAC2): primary screen; Rap guanine nucleotide exchange factor 4 (Homo sapiens), Q8WZA2; 360,000 tested, 0.079% active; Potency, µM (top dose mostly 154 µM), for the others: at the top dose activation, usual class: activators; EPAC2 activation, biochemical qHTS; response scale: 100% = 6.5 mM cAMP response; also: potency is read from the fitted curve at half-maximal effect; nearly all actives have a fitted effect of over 50% in size
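Setup: EPAC2 100 nM, labeled Rap1B complex 250 nM, free GDP 50 uM. Compound titrations pinned in, brief spin, 5 min room temperature incubation. Kinetic fluorescence read over 30 min, normalized to 6.5 mM cAMP.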
Numbers without * were called inactive; ? = inconclusive; / = no result given; & = joins results of further samples; [ ] = another dose, or the depositor's remark. Unless noted, calls follow the shape of the dose curve; as a rule, active = well fitted curve in the direction sought with a large enough effect; inconclusive = small, poorly fitted or top-dose-only effect, or another doubt; inactive = no such curve, though single readings can be large; an effect the other way counts as inactive or inconclusive.

SMILES	Abeta rescue	DRD3 antagonist	EPAC2 antag	FUS yeast rescue	aSyn rescue	TDP43 rescue	DRD3 agonist	EPAC2 agonist
Cc1ccc(NC2=NCC(=O)N2Cc2ccccc2)c(C)c1	-5%	83	-1%	3%	-1%	-7%	39*	8%
COc1ccc(S(=O)(=O)N(CCC(=O)O)Cc2ccccc2)cc1	2%	2	17%	8%	8%	18%[9.22 µM]	10	1%
Cc1nc2ccc(NC(=O)N3CCOCC3)cc2nc1C	-11%	-4	9%	-1%	0%	-18%	0	3%
CCn1c(CNS(=O)(=O)c2ccc(Br)cc2)n[nH]c1=S	5%	-2	0%	15%	-6%	9%	0	6%
CSc1ccc(/C=C/C(=O)OCC(=O)N2CCN(S(=O)(=O)c3ccc(C)cc3C)CC2)cc1	15%	23	-4%	-5%	0%	4%	5	8%
COC(=O)CN1CCN(C(c2ccccc2)c2ccccc2)CC1	13%	-21	3%	27%	1%	-19%	-19	5%
CC(C)(C)OC(=O)N1CCC(c2c(C(=O)NCc3ccco3)cnn2-c2ccccc2Cl)CC1	0%	/	/	?	/	1%	-3	/
Cc1ccccc1NC(=O)C(=O)NCCCN1CCOCC1	1%	-2	2%	-10%	0%	-10%	-1	13%
CC(C)CCOc1ncnc2c1sc1nc3c(cc12)CSC(C)(C)C3	13%	2	-4%	10%	2%	18%	2	-6%
O=C(Cc1ccc(NC(=O)N2CCCCc3ccccc32)cc1)NCc1cccc(Br)c1	-7%	/	/	-2%	/	15%	3	/
CCOc1cc(NC(=O)C2CCCO2)c(OCC)cc1NC(=O)C1CC1 (stereo unspecified)	11%	2	10%	18%	-16%	?	2	1%
Cn1cccc1Cc1nnc(SCC(=O)Nc2cccc(F)c2)n1-c1ccc(F)cc1	-7%	-7	-1%	10%	-2%	-13%	-7	11%
Cn1nnc2c[n+](CC(=O)c3ccc4ccccc4c3)cc(Br)c21	5%	-53*	-1%	?	0%	-14%[1.82 µM]	-12	1%
COc1ccc(NC(=O)CSc2ccc3nnc(-c4cccnc4)n3n2)cc1	6%	1	-7%	3%	0%	12%	-5	2%
O=C(O)CN1C(=O)C2C3C=CC(C3)C2C1=O (stereo unspecified)	-3%	7	1%	-8%	1%	16%	-1	11%
CN1c2ccccc2C2(C)CCCC3=Cc4cc([N+](=O)[O-])cc([N+](=O)[O-])c4OC312 (stereo unspecified)	3%	-17	21%	44%	9%	-19%	-3	7%
C=CCNC(=O)Cn1c(=O)c2c(ncn2CCC(C)C)n(Cc2ccccc2)c1=O	-12%	-11	-9%	-11%	-1%	-10%	-5	-5%
COc1ccccc1C1(O)CC2CCC(C1)N2S(=O)(=O)c1ccc(C(C)=O)cc1 (stereo unspecified)	-7%	-16	-7%	-7%	-4%	-13%	-23	1%
Cc1sc(NC(=O)CCCC(=O)O)c(C#N)c1C	-3%	-15	3%	15%	1%	-9%	-3	3%
CN1CCc2c(sc3c2C(=O)NC(c2ccc(OC(=O)c4ccccc4)cc2)N3)C1 (stereo unspecified)	-26%	/	/	19%	/	27%	-25	/

Brought forward from above: four compounds; new compounds follow.
SMILES	Abeta rescue	DRD3 antagonist	EPAC2 antag	FUS yeast rescue	aSyn rescue	TDP43 rescue	DRD3 agonist	EPAC2 agonist
C=CCNC(=O)Cn1c(=O)c2c(ncn2CCC(C)C)n(Cc2ccccc2)c1=O	-12%	-11	-9%	-11%	-1%	-10%	-5	-5%
COc1ccccc1C1(O)CC2CCC(C1)N2S(=O)(=O)c1ccc(C(C)=O)cc1 (stereo unspecified)	-7%	-16	-7%	-7%	-4%	-13%	-23	1%
Cc1sc(NC(=O)CCCC(=O)O)c(C#N)c1C	-3%	-15	3%	15%	1%	-9%	-3	3%
CN1CCc2c(sc3c2C(=O)NC(c2ccc(OC(=O)c4ccccc4)cc2)N3)C1 (stereo unspecified)	-26%	/	/	19%	/	27%	-25	/
O=C(/C=C/c1ccccc1[N+](=O)[O-])N1CCOCC1	13%	21	3%	-5%	-3%	6%	3	12%
C=C1CC2C=C(NC(C)=O)CC(C1)C2 (stereo unspecified)	2%	8	10%	12%	-11%	-10%	7	-4%
COc1ccc(NC(=O)c2ccccc2F)cc1Cl	-13%	3	-4%	16%	-8%	-1%	-2	-7%
Cn1c(-c2ccc(F)cc2)cnc1NCc1cc2c(cc1[N+](=O)[O-])OCO2	6%	-8	8%	/	0%	8%	-16	11%
O=C(CN1CCSc2ccccc21)NCCCc1ccccc1	24%	-22	-8%	18%	-19%	13%	-12	5%
O=C1c2ccccc2C(=O)N1CCn1nc(Cl)nc1Cl	0%	?	-7%	-20%	3%	2%	3	11%
CCC(C)[C@H](NC(=O)[C@@H]1Cc2c([nH]c3ccccc23)C2c3ccccc3C(=O)N21)C(=O)N1CCC[C@@H]1C(=O)O (stereo partly specified)	-9%	-27	24%	22%	4%	19%	4	3%
COc1cc(C(=O)N(c2ccc(C)c(C)c2)C2C=CS(=O)(=O)C2)cc(OC)c1OC (stereo unspecified)	18%	9	-1%	11%	-3%	4%	4	9%
Cn1c(SCC(=O)N2CCOCC2)nc(O)cc1=O	-17%	-18	0%	-9%	1%	-30%	-15	13%
Nc1cccc(S(=O)(=O)Nc2ccccc2)c1	-9%	-2	-7%	-21%	8%	-2%	0	8%
CCN1C(=O)[C@H]2[C@@H](c3ccc(C)cc3)N[C@]3(CCCN(Cc4ccc(F)cc4)C3=O)[C@H]2C1=O	8%	-25	5%	14%	1%	22%	-5	9%
COc1cc(C)c(Cl)cc1S(=O)(=O)n1cnc(C)c1	23%	-14	0%	3%	?	15%	5	-27%
O=S(=O)(c1ccc(OCC(O)CN2CCCCC2)cc1)N1CCOCC1 (stereo unspecified)	9%	15	20%	9%	-5%	4%	0	-2%
Cc1ccc(-c2ccc(C(=O)Nc3cccc(F)c3)o2)c2ccccc12	0%	14	-7%	35%	-2%	24%	10	6%
C/C(CC(=O)Nc1cccc(C(F)(F)F)c1)=N\NC(=O)c1ccncc1	9%	-5	0%	9%	4%	0%	1	1%
CCn1c(=O)c([N+](=O)[O-])c(N2CCSCC2)c2ccccc21	-16%	12	1%	4%	1%	1%	2	7%
CCc1nc2ccccc2c(NC(=O)CN2CCC(C)CC2)c1C	-8%[9.22 µM]	0	2%	-22%	-1%	-5%	-17	4%
Cc1sc2ncnc(SCC(=O)NCC3CCCO3)c2c1C (stereo unspecified)	?	12	5%	3%	5%	23%	4	3%
O=C(CCC(=O)N(CC(=O)NC1CCCC1)c1ccccc1F)Nc1nccs1	1%	1	8%	4%	-6%	-8%	4	0%
CCOC(=O)CCN(Cc1cccs1)S(=O)(=O)c1ccc(Cl)cc1	9%	-4	2%	/	14%	23%	1	7%
C=CCSc1nnc(C)c(/C=C/Nc2ccc(Cl)cc2)n1	-7%	2	-12%	15%	7%	0%	1	17%
O=C(COC(=O)C1=COCCO1)Nc1ccc(Cl)cn1	3%	17	3%	14%	-10%	13%	5	5%
CCC(CC)c1nnc(NC(=O)C2CC(=O)N(C3CCCC3)C2)s1 (stereo unspecified)	0%	-3	0%	33%	-4%	-15%	-5	-4%
Cc1cccc(NC(=O)c2ccc(CN3CCc4ccccc4C3)cc2)c1C	4%	-78*	4%	2%	6%	-6%[0.397 µM]	-13	4%
Cc1ccc(C(=O)N2CCCC(CCC(=O)NCc3ccc(F)c(F)c3)C2)cn1 (stereo unspecified)	-7%	0	4%	22%	5%	4%	0	12%
CSc1cccc(NC(=O)COc2cccc3ccccc23)c1	-4%	11	10%	-8%	-5%	-7%	4	15%
COc1ccc(-c2cc(CNc3nc(NC(C)C)nc4cc(-c5ccccc5)sc34)on2)cc1	-28%	-1	4%	?	-2%	28%	0	5%
Cc1ccc2c(CC(=O)NCC(=O)Nc3c(C)cccc3C)coc2c1	12%	17	-5%	24%	0%	21%	-4	-1%
Cc1ccc(/C=C2\SC(=S)N(CCC(=O)NCCCN3CCOCC3)C2=O)cc1	-1%	0	-2%	28%	1%	-21%	-5	10%
CCOc1ccc(S(=O)(=O)NCCC(=O)NCC(c2cccs2)N(C)C)cc1 (stereo unspecified)	4%	21	11%	16%	2%	3%	4	0%
Cc1c(NC(=O)c2ccc3c4c(cccc24)CC3)c(=O)n(-c2ccccc2)n1C	-1%	6	8%	19%	2%	-23%	1	9%
COc1cc(NC(=O)c2ccco2)c(OC)cc1NC(=O)CCC(=O)Nc1cc(C)cc(C)c1	4%	27	-2%	?	5%	4%	3	-19%
O=C(CS(=O)(=O)c1ccccc1)Nc1ccc(N2CCOCC2)cc1	-2%	-16	27%	32%	1%	-7%	-12	-8%
C[N+](C)(CCCCCC[N+](C)(C)CCCN1C(=O)c2cccc3cccc(c23)C1=O)CCCN1C(=O)c2cccc3cccc(c23)C1=O	-17%	-23	-3%	-24%	-1%&1%	-1%	5	7%
COCCCNC(=O)c1cn(-c2cccc(OC)c2)c(=O)c2ccccc12	-10%	-4	14%	-33%	-2%	-7%	-6	6%
CN(C)C1(CNC(=O)C2CCC(=O)N(Cc3ccc(Cl)cc3)C2)CCCCC1 (stereo unspecified)	/	-12	-16%	-7%	0%	-3%	2	17%
CC(C)NC(=O)C(OC(=O)c1ccccc1)C(OC(=O)c1ccccc1)C(=O)O (stereo unspecified)	-22%	-17	0%	-28%	-1%	4%	-6	-7%
Cc1c(C(=O)O)nnn1-c1nonc1N	-2%	-16	3%	-2%	-6%	5%	-9	10%
CN(C(=O)c1ccc(NC(=O)C2CCN(C(=O)OC(C)(C)C)CC2)cc1)C1CC1	2%	-10	8%	10%	-10%	-9%	-11	8%
S=C(NCCc1cccc(Cl)c1)NC1CCCCC1	7.1µM*	-20	-4%	9%	2%	4%	-12	15%
COc1ccc(-c2nc(S(=O)(=O)c3ccccc3)c(NCCCN3CCOCC3)o2)cc1	6%	-57*	3%	-5%	1%	15%	-5	3%

Compound activity from PubChem.

An excerpt, so the mix of outcomes need not match the whole.
